MEP2-GFP yeast: yeast TOR pathway MEP2-GFP modulation. S. cerevisiae MEP2-GFP strain, flow cytometry GFP, 3 h; 100% = DMSO control level. GFP response vs DMSO, % at 10 µM. hit rate 0.51% among 330,000. AID 2016;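 active = GFP response versus DMSO above a set limit, roughly screen mean plus 3 SD, cut at about 180% in these data; inconclusive = fewer than 70 cells counted for a yeast strain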;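 also: median GFP fluorescence of the barcode-gated MEP2-GFP cells per well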
proCasp7 act: activates human procaspase-7, counter-screen for procaspase-3 activators; P55210; recombinant procaspase-7, Ac-DEVD-pNA absorbance 405 nm; D23A/D198A/D206A triple mutant, cannot self-cleave; scale: DMSO 0, 5 µM enzyme 100; activation, % at 8.5 µM; hit rate 0.093% among 330,000; AID 463210;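 active = percent activation above the screen-wide mean plus 3 SD, cut at about 25% in these data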
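buffer or medium = Zinc-free HEPES/NaCl buffer, pH 7.4 | material = Procaspase-7 triple mutant (PC-7 D3A) | input = 2 µM procaspase-7 mutant as dispensed | signal = Epi-absorbance of released pNA at 405 nm, two timepoints | timing = 1 h preincubation, 2 h reaction | replicates = singlicate compound testing | evaluation = % activation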
LAP4-GFP MLPCN: yeast TOR pathway LAP4-GFP modulation. S. cerevisiae LAP4-GFP multiplex, flow cytometry GFP, 3 h; median GFP as percent of DMSO wells. GFP response vs DMSO, % at 10 µM. hit rate 0.34% among 320,000;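 active = GFP response vs DMSO above a set limit, about the screen mean plus 3 SD, cut at about 150% in these data; inconclusive = under 70 cell events counted for the yeast strain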
RPL19A TOR yeast: modulators of TOR pathway RPL19A-GFP in S. cerevisiae; S. cerevisiae RPL19A-GFP strain, flow cytometry, 3 h; stronger effect = lower value; percent response vs DMSO, % at 10 µM; hit rate 0.3% among 330,000; AID 2025;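 active = percent response vs DMSO below 50%; inconclusive = fewer than 70 events counted for the yeast strain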;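 also: median channel GFP fluorescence of the barcoded RPL19A-GFP strain; ratio of sample median GFP to plate DMSO average so 100% = DMSO; lower means less RPL19A-GFP as with rapamycin TOR inhibition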
AHR activator: activates the human aryl hydrocarbon receptor; P35869; AHR-responsive luciferase reporter cells, luminescence; activation, % at 5 µM; hit rate 2.5% among 320,000; in the data active = activation above about 47%;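 also: 0% = vehicle wells and 100% = reference agonist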
EBNA-1 inh: blocks EBNA-1 binding to DNA; AID 1950; EBNA-1 DNA binding, fluorescence polarization; hit rate 0.34% among 300,000; inhibition, % at 14.8 µM; in the data active = inhibition above about 28%
proCasp3 act: activates human procaspase-3 | hit rate 0.11% among 330,000 | P42574 | AID 463141 | activation, % at 8.5 µM | recombinant procaspase-3 D3A, Ac-DEVD-pNA absorbance 405 nm;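 active = activation above the mean of all tested compounds plus 3 SD, cut at about 21% in these data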;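 also: 0% = DMSO alone and 100% = DMSO wells spiked with extra 5 µM PC-3 D3A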
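assay system = Procaspase-3 D3A mutant | signal = absorbance at 405 nm, 0 and 120 min | times = 1 h preincubation plus 2 h reaction at 25 °C | repeats = single replicate | read-out = % activation between DMSO and enzyme-spiked controls | medium = Zinc-free HEPES saline buffer with Triton X-100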
ZTA counter: counter-screen for EBNA-1 inhibitors: inhibitors of Epstein-Barr virus ZTA; P03206; hit rate 0.15% among 320,000; inhibition, % at 11 µM; ZTA-DNA binding, fluorescence polarization; in the data active = inhibition above about 33%
* hit, by the source's call; ? = inconclusive; . = no result given. Rows were taken by chance; about 3.8% have a hit in one of these screens.

#	Compound	MEP2-GFP yeast	proCasp7 act	LAP4-GFP MLPCN	RPL19A TOR yeast	AHR activator	EBNA-1 inh	proCasp3 act	ZTA counter
1	CCN(C(=O)COC(=O)c1cc2c(s1)CCCC2)c1c(N)n(Cc2ccccc2)c(=O)[nH]c1=O	90.7	-0.8	94.4	91.8	-0.5	.	1.5	.
2	O=C1N=C(N2CCOCC2)S/C1=C\c1cccnc1	106.6	14.6	109.3	105.8	4.6	0.5	9.1	-12.3
3	C[C@H](NC(=O)c1[nH]cnc1C(=O)Nc1ccc(Cl)cc1)c1ccccc1	93.6	10.7	91.5	94.5	19.5	.	0.7	8.1
4	COc1cc(C(=O)OCC(=O)N2CCCCC2C)cc(NC(=O)c2cccs2)c1OC (stereo not given)	98.9	-0.4	102.7	103.9	4.7	4.6	2.1	2.4
5	CCOC(=O)c1ccccc1NS(=O)(=O)c1c(C)nc2sccn2c1=O	111.4	-0.7	102.5	100.2	0.1	-1.2	10.8	1.6
6	COC(=O)c1ccccc1NC(=O)CSc1nnc(C(C)NC(=O)c2ccc(Cl)cc2Cl)n1C (stereo not given)	99.5	-2.1	94.5	101.3	0.5	-8.3	11.4	-10.7
7	COc1ccc(C(=O)NCc2nnc(SCC(=O)c3ccc(F)cc3)n2C)cc1OC	92.8	8.1	97.8	89.5	-2.9	-10.2	0.9	6.3
8	CN(CCO)c1ccc([N+](=O)[O-])cc1C(=O)O	102.5	-1.0	94.0	92.9	3.3	8.9	-16.0	-1.5
9	CCCCCOC(=O)Nc1ccc(S(=O)(=O)Nc2cccc([N+](=O)[O-])c2)cc1	112.5	-12.1	88.7	113.3	1.7	-5.0	-6.6	-9.7
10	CC(=O)N(CCCN(C)C)CCC(C)CCC=C(C)C (stereo not given)	91.7	6.1	88.7	105.3	1.9	10.3	-5.9	17.8
11	Cc1ccc(S(=O)(=O)N(CC(=O)NC2CCCCCC2)c2ccccc2F)cc1	102.6	3.7	106.9	96.0	-0.9	9.6	0.7	10.3
12	COc1ccc2cc(CCNC(=O)c3ccc4c(c3)OCO4)c(=O)[nH]c2c1	94.3	10.0	86.3	99.6	25.0	-6.5	5.3	-0.3
13	Cc1cc(C)n(-c2nnc3n2N=C(c2c[nH]c4ccccc24)CS3)n1	94.0	6.3	96.0	96.2	21.7	5.1	2.5	7.7
14	O=C(Cn1nc(-c2ccccc2)ccc1=O)Nc1cccc(NC(=O)c2ccccn2)c1	104.6	1.7	100.9	100.3	3.8	2.7	5.3	-5.3
15	CCOc1ccccc1CN1CCNC(=O)C1CC(=O)NC1CCCCC1 (stereo not given)	111.0	0.6	93.4	105.3	-0.2	1.1	7.8	-4.0
16	CC(C)(CNc1ccc(C(F)(F)F)cc1[N+](=O)[O-])N1CCOCC1	100.9	2.8	95.4	100.9	1.4	1.0	0.2	4.1
17	CCOc1ccc(NS(=O)(=O)c2cccc(C(=O)N(C)Cc3ccco3)c2)cc1	96.0	2.2	93.1	97.2	-0.8	.	-7.4	3.6
18	Cc1ccc(S(=O)(=O)CC(=O)c2cc(C)c(O)c(C)c2)cc1	101.9	11.3	93.1	100.4	4.1	5.3	1.4	16.9
19	COCCCn1c(C)cc(C(=O)COC(=O)CCc2nc3ccccc3c(=O)[nH]2)c1C	94.3	-2.5	105.3	97.3	-0.8	9.4	-0.5	-10.3
20	COCCCN(C(=O)Nc1ccc(C)c(C)c1)C(C)c1ccccn1 (stereo not given)	90.9	-3.6	96.5	95.6	6.7	8.1	7.3	2.9
21	CCc1nonc1NC(=O)c1oc2c(C)c(C)ccc2c1C	103.7	-1.8	92.1	106.1	5.0	12.0	-9.7	8.8
22	Cc1ccc(/C=N/c2sc3c(c2C#N)CCC3)s1	?	-1.8	?	?	5.2	0.8	2.6	-2.7
23	COc1ccccc1CC(=O)NCc1csc(-c2cccs2)n1	101.8	-0.1	.	97.1	13.9	2.2	6.4	1.9
24	CCOC(=O)c1c(C)c(C(=O)NCc2ccccc2OC)c(C)n1C	101.5	-4.1	90.8	99.0	8.3	11.8	1.9	-6.8
25	COC(=O)c1cc(S(=O)(=O)NCC2CCN(Cc3cc(C)ccc3C)CC2)c[nH]1	97.7	-3.6	82.7	91.7	0.6	-6.7	-1.0	-2.9

#	Compound	MEP2-GFP yeast	proCasp7 act	LAP4-GFP MLPCN	RPL19A TOR yeast	AHR activator	EBNA-1 inh	proCasp3 act	ZTA counter
26	COc1ccccc1N(CCC#N)C(=O)CSc1ccc2c(c1)OCCO2	102.6	-8.8	99.3	99.5	-1.6	2.2	-0.2	-3.5
27	NC(=O)C1CCN(C(=O)c2ccc(Cl)c(S(=O)(=O)NCc3ccco3)c2)CC1	108.8	3.4	106.1	107.1	-0.6	.	1.8	-2.8
28	Cc1ccccc1-c1nnc(SC(C)C(=O)NC2CCCC2)o1 (stereo not given)	97.7	3.3	102.2	92.5	0.3	.	3.5	0.6
29	O=C(COC(=O)c1ccccc1O)NC(=O)c1ccc(OC(F)F)cc1	108.9	-1.7	112.6	103.9	-0.5	.	-5.2	2.0
30	CN1CCN(C2=C(NS(=O)(=O)c3ccccc3)C(=O)c3ccccc3C2=O)CC1	93.6	-2.9	94.5	95.8	1.4	-0.4	6.2	-25.4
31	O=C(COc1ccc(Cl)cc1Br)NC(=O)NCc1ccccc1	108.9	7.9	90.4	105.6	2.9	12.7	6.3	3.1
32	Cc1ccsc1C1C=C(c2cccc(Br)c2)Nc2ncnn21 (stereo not given)	108.8	9.3	108.3	99.2	31.7	15.3	-3.6	-4.7
33	N#CC1=C(N)OC2=C(CCc3ccccc32)C1c1ccccc1 (stereo not given)	97.2	-6.1	77.3	103.3	17.0	5.0	-9.1	3.7
34	O=S(=O)(c1cccc(-c2n[nH]c(=S)o2)c1)N1CCOCC1	94.3	-10.7	108.0	95.7	0.0	0.2	-1.1	0.1
35	CCN(c1cccc2ccccc12)S(=O)(=O)c1ccc(Cl)nc1	104.5	-2.0	112.8	99.5	3.7	2.1	-3.0	4.6
36	CC(C)(C)n1nc2c(c1NC(=O)c1ccc([N+](=O)[O-])cc1)CS(=O)(=O)C2	112.1	2.1	113.9	95.5	-1.1	-9.3	8.2	-16.6
37	CC(Oc1ccc2c(-c3ccccc3)cc(=O)oc2c1)C(=O)NCCCN1CCOCC1 (stereo not given)	108.2	-3.6	99.8	102.9	0.8	-24.2	2.2	7.4
38	COc1cccc(CNC(=O)CCCCCn2c(=S)[nH]c3ccc(N4CCOCC4)cc3c2=O)c1	94.8	5.4	95.7	101.7	6.1	12.2	2.4	-0.6
39	CCOC(=O)c1c(NC(=O)Cn2nc(C(=O)O)c3ccccc3c2=O)sc(C)c1C	102.9	1.5	119.8	98.5	1.0	8.7	4.6	-1.7
40	O=S(=O)(Nc1ccccc1N1CCCCC1)c1cccs1	83.9	-2.1	100.1	89.2	0.2	-2.6	5.6	4.0
41	COc1cc2c(C(=O)NCCCN3CC(C)CC(C)C3)cn(CC(C)C)c(=O)c2cc1OC (stereo not given)	97.7	5.5	95.5	96.4	-0.3	3.3	10.9	16.8
42	O=c1[nH]c(NCCO)nc2c1C1(CCCCC1)Cc1ccccc1-2	96.8	2.5	92.5	100.7	5.7	-13.3	-0.6	-14.2
43	CN(Cc1ccccc1)c1ncnc2ccc(Br)cc12	106.8	0.8	97.9	93.6	3.4	15.4	12.6	7.1
44	Cc1cc(C)n(-c2ccc(C(=O)NCCCN3CCOCC3)cc2)n1	96.5	8.1	117.9	99.1	-1.0	14.4	0.8	18.5
45	O=C(Cc1cccs1)NNC(=S)NC(=O)c1ccco1	104.5	-11.8	100.3	90.2	5.9	5.1	-8.9	-7.0
46	COc1ccccc1N1C(=O)CC(c2ccccc2)CC1=O	97.9	10.0	95.4	98.9	-1.3	.	9.6	5.0
47	Cc1c(NC(=O)c2cc(-c3ccccc3O)on2)c(=O)n(-c2ccccc2)n1C	106.6	3.9	101.8	112.2	0.1	5.6	-5.4	7.7
48	COCCN(C(=S)Nc1cc(C)cc(C)c1)C(C)c1cccnc1 (stereo not given)	96.3	-5.0	90.9	101.8	2.1	-6.7	-4.1	-15.3
49	Cn1c(-c2cccc([N+](=O)[O-])c2)[n+](C)c2ccccc21	88.8	1.1	98.2	93.5	0.5	-8.6	9.5	1.9
50	COC(=O)c1cc(Cl)c(NC(=O)/C=C/c2ccc(Cl)cc2)cc1OC	100.4	-1.1	96.6	97.6	-4.6	10.2	0.3	-19.8

In another format: entries from further up
Results follow in this order: MEP2-GFP yeast, proCasp7 act, LAP4-GFP MLPCN, RPL19A TOR yeast, AHR activator, EBNA-1 inh, proCasp3 act, ZTA counter
42	O=c1[nH]c(NCCO)nc2c1C1(CCCCC1)Cc1ccccc1-2
 : 96.8, 2.5, 92.5, 100.7, 5.7, -13.3, -0.6, -14.2
43	CN(Cc1ccccc1)c1ncnc2ccc(Br)cc12
 : 106.8, 0.8, 97.9, 93.6, 3.4, 15.4, 12.6, 7.1
44	Cc1cc(C)n(-c2ccc(C(=O)NCCCN3CCOCC3)cc2)n1
 : 96.5, 8.1, 117.9, 99.1, -1.0, 14.4, 0.8, 18.5
45	O=C(Cc1cccs1)NNC(=S)NC(=O)c1ccco1
 : 104.5, -11.8, 100.3, 90.2, 5.9, 5.1, -8.9, -7.0

Rewritten with values under each structure: entries from further up
Fields – MEP2-GFP yeast	proCasp7 act	LAP4-GFP MLPCN	RPL19A TOR yeast	AHR activator	EBNA-1 inh	proCasp3 act	ZTA counter
49: Cn1c(-c2cccc([N+](=O)[O-])c2)[n+](C)c2ccccc21
  88.8	1.1	98.2	93.5	0.5	-8.6	9.5	1.9
50: COC(=O)c1cc(Cl)c(NC(=O)/C=C/c2ccc(Cl)cc2)cc1OC
  100.4	-1.1	96.6	97.6	-4.6	10.2	0.3	-19.8

Other entries follow:
#	Compound	MEP2-GFP yeast	proCasp7 act	LAP4-GFP MLPCN	RPL19A TOR yeast	AHR activator	EBNA-1 inh	proCasp3 act	ZTA counter
51	CCOc1ccccc1NC(=O)COC(=O)c1cc(C)oc1C	103.0	5.5	101.7	100.4	2.1	.	2.9	.
52	O=C1c2[nH]nc(-c3ccccc3O)c2C(c2cccc(O)c2)N1Cc1ccco1 (stereo not given)	91.5	-0.9	90.6	88.8	11.2	-6.4	-13.0	-5.8
53	COc1ccc(CN(C)S(=O)(=O)c2ccc3c(c2)OCCO3)cc1	100.0	-0.5	107.3	96.9	1.0	14.9	1.7	15.9
54	O=C(NCCC1CCCC1)C1CCC(=O)N(CCCN2CCCC2=O)C1 (stereo not given)	105.4	2.8	101.0	100.1	-0.4	-9.2	0.2	-14.0
55	COc1cc(C2c3c(-c4ccccc4)n[nH]c3C(=O)N2c2ccc(C(=O)O)cc2)ccc1O (stereo not given)	80.7	1.7	82.3	93.7	-4.5	5.3	3.8	26.9
56	CC1CCN(C(=O)CS(=O)(=O)Cc2ccccc2)CC1	110.0	8.6	110.1	107.3	3.5	0.4	17.7	-1.1
57	CCC(C)Nc1c([N+](=O)[O-])cc(C)cc1[N+](=O)[O-] (stereo not given)	101.4	1.0	101.6	99.6	1.6	5.8	2.1	1.2
58	Cc1ccccc1OCC(O)CN1CCCCC1 (stereo not given)	102.8	3.9	96.9	101.0	2.8	1.8	2.3	3.7
59	Cc1ccc(Cl)cc1NC(=S)N(Cc1cccs1)C1CCCC1	111.4	4.2	111.5	103.0	-0.1	-8.9	-2.0	5.6
60	CC(=O)O[C@H]1[C@H](O)[C@H](Oc2c(O)c(C)c3c4c2[C@@H](C)CC[C@@H]4[C@@H](C)C[C@H]3C=C(C)C)O[C@@H](C)[C@H]1O	108.2	1.4	106.4	105.1	1.7	.	0.1	.
